# High-throughput results from PubChem.
# SR-BI HDL uptake = mouse SR-BI HDL lipid transfer inhibition | inhibition, % at 12.5 µM | ldlA[mSR-BI] CHO cells, DiI-HDL uptake fluorescence, 3 h | hit rate 0.96% among 320,000;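 active = mean replicate inhibition of at least 70% and a set share of replicates each scoring 70 or more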;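 note: 0% = median of neutral control wells and 100% = median of positive control wells; values of inactives mirror those of a sister screen read the other way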
# Target sequence (Q61009 whole entry, looked up): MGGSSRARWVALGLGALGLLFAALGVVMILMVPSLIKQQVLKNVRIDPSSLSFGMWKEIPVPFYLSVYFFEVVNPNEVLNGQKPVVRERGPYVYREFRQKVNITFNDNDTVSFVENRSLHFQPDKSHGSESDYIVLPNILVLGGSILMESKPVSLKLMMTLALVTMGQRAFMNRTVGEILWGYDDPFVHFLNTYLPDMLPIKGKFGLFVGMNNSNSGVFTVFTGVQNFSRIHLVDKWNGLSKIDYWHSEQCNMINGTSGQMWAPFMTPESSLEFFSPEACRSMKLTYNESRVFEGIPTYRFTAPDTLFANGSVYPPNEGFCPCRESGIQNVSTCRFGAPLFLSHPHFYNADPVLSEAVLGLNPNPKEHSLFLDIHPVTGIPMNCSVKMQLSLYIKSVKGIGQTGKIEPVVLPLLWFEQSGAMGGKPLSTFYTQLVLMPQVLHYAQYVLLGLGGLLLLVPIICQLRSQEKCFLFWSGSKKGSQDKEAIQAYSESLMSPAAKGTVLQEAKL
# PvdQ inh = P. aeruginosa PvdQ acylase inhibition | purified PvdQ acylase, fluorescence plate reader | inhibition, % at 10 µM | hit rate 0.063% among 340,000 | AID 488965; in the data active = inhibition above about 30%, passing the limit was not always enough;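 note: 0% = vehicle neutral wells and 100% = reference inhibitor wells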
# Arr AP2 block = blocks beta-arrestin peptide binding to AP2 adaptin; FITC-arrestin peptide / GST-AP2 beads, flow cytometry; AP2 beta2 appendage carries R879A mutation; inhibition, % at 10 µM; hit rate 0.31% among 340,000;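 active = inhibition above a set limit, near 3 SD of compounds lacking own fluorescence, cut at about 54% in these data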;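 note: plate controls were DMSO wells for no effect and 5 µM unlabelled arrestin peptide for full effect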
#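 Material – GST-tagged AP2 beta2-adaptin appendage (R879A) on 4 µm glutathione beads · Probe or stimulus – fluorescein-tagged arrestin peptide at 50 nM final · Timing – 12 min plus 1 h, RT · Detection – bead flow cytometry, FITC channel · Read-out basis – inhibition as reduced fluorescein signal on beads, percent · Medium – PBS plus Tween 20 (0.05%) and BSA (0.1%)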
# DAGLB inhibitor = diacylglycerol lipase beta (human) inhibition; Q8NCG7; hit rate 0.059% among 340,000; AID 504411; inhibition, % at 5.17 µM; HEK293T DAGLB membrane lysate, EnzChek fluorogenic substrate; in the data active = inhibition above about 34%;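 note: 0% = enzyme with vehicle and 100% = wells lacking enzyme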
# RTF Ca sens inh = cardiac RTF calcium desensitization; hit rate 0.12% among 340,000; inhibition, % at 7.15 µM; P19429+P45379; IANBD-labeled cardiac RTF, Ca2+ fluorescence;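 active = inhibition above the mean inhibition of all tested compounds plus 3 SD, cut at about 17% in these data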;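 note: assay run at fixed EC70 calcium of 1.6 mM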
# SR-BI uptake up = SR-BI HDL lipid transfer activation. activation, % at 12.5 µM. CHO ldlA[mSR-BI] cells, DiI-HDL uptake fluorescence, 3 h; 100 = double the neutral-control signal. AID 504775. hit rate 0.096% among 320,000;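 active = mean replicate activation of at least 60% and every replicate at or above 60%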;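 note: 0% = median plate neutral-control signal and 100% = twice that signal; values of inactives mirror those of a sister screen read the other way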
#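 System: LDL receptor-deficient CHO ldlA cells overexpressing murine SR-BI | Timing: 3 h uptake period with compound, 37 °C | Medium: HEPES-buffered (25 mM, pH 7.4) F12 plus 0.5% BSA | Dosing: Single-point compound dose | Signal: Bottom-read fluorescence, 550/595 nm | Read-out: Retained DiI signal reflecting DiI-HDL uptake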
# NSD2 inh = NSD2 (human) methyltransferase inhibition; AID 743445; hit rate 0.54% among 310,000; O96028; inhibition, % at 12.5 µM; NSD2 peptide methylation, AlphaScreen, 120 min; in the data active = inhibition above about 50%
# LANA DNA inh = KSHV C-LANA DNA binding inhibition | MBP-C-LANA/FAM-LBS DNA binding, fluorescence polarization | inhibition, % at 9 µM | hit rate 0.078% among 340,000;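 active = highest replicate inhibition at or above 60% at 9 µM, even if other replicates fall short; inactive = all replicates below 60% inhibition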;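 note: 0% = neutral control wells and 100% = 4 µM acridine orange control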
# PKA-R2B activ = PKA-R2B complex activation; P22694+P31323; PKA-R2B holoenzyme dissociation, Cy5-IP20 fluorescence polarization; R2B truncated from residue 108, S112A mutant; 0% DMSO only, 100% 113 µM cGMP; activation, % at 11.4 µM; hit rate 0.079% among 340,000; AID 504700;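 active = activation above a cutoff set at the mean over all compounds plus 3 SD, cut at about 18% in these data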;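 note: higher means more holoenzyme dissociation and a rise in polarization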
# Keap1-Nrf2 PPI = disrupts human Keap1 binding to Nrf2 peptide; Q14145; Keap1 Kelch-Nrf2 peptide fluorescence polarization, 1536-well; inhibition, % at 9.4 µM; hit rate 0.15% among 340,000; in the data active = inhibition above about 12%;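 note: human Keap1 Kelch domain with fluorescein labeled Nrf2 9mer peptide probe; 0% = neutral control wells and 100% = peptide positive control; higher means more block of Keap1 binding to Nrf2 peptide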
# An asterisk follows results filed as active; · = not tested or not shown.
SMILES,SR-BI HDL uptake,PvdQ inh,Arr AP2 block,DAGLB inhibitor,RTF Ca sens inh,SR-BI uptake up,NSD2 inh,LANA DNA inh,PKA-R2B activ,Keap1-Nrf2 PPI
CCCS(=O)(=O)c1c(S(=O)(=O)CCC)c2c(C(N)=O)cccn2c1C(=O)c1ccc(F)cc1,11,-5,4,-1,-11,-11,-9,0.1,-9,-3
Cc1nc(-c2cccc(NC(=O)COc3ccc(Cl)cc3)c2)cs1,-6,-3,-4,-16,13,6,-1,1.2,-2,4
Cc1cccc(C2=NN(c3ccccc3)[C@H](CO)[C@H]2c2ccc(Cl)cc2)c1,38,-13,33,-1,-9,-38,·,-2.8,-7,1
Cc1cc(OCCn2cnc3ccccc3c2=O)cc(C(C)C)c1,4,11,25,-10,6,-4,-4,-0.9,7,-2
CC(=O)c1ccc(C(=O)N2CCCC(Nc3ccccc3)C2)s1 (configuration not stated),-3,-11,-12,-2,0,3,4,0.8,13,-1
Cc1cc(C)c(OCC(=O)OCC(=O)NCc2cccs2)c(C)c1,-3,7,21,-7,3,3,-1,0.9,-12,0
O=C(COC(=O)c1cncc(Br)c1)NCc1ccco1,·,-7,-4,-1,-1,·,2,5.0,-1,-2
CCN(CC)C(C)C(=O)NCC1(c2ccccc2)CCOCC1 (configuration not stated),-9,-8,-3,1,0,9,-1,-2.0,2,6
C=CCOc1ccccc1C1NC(=O)NC(C)=C1C(=O)NCc1ccccc1 (configuration not stated),-18,11,12,0,-4,18,1,1.7,-5,-2
N#Cc1cccc(C#N)c1Oc1ccc(N)cc1,-7,11,10,0,-6,7,-4,-1.8,0,-3
CC(=O)Nc1c(F)c(F)c(F)c(F)c1F,-21,-10,0,-1,-6,21,·,0.1,5,-6
O=c1cc(-c2ccccc2)oc2cc(O)cc(O)c12,-8,1,6,-5,0,8,·,-1.5,6,0
Nn1c(SCC(=O)Nc2ccc3c(c2)OCO3)nnc1-c1cccc(Cl)c1,5,-12,5,3,-2,-5,-1,0.7,-8,-8
Cc1c(C)[n+](=O)c2c(n1[O-])CCCCC2,-2,-3,10,-1,-6,2,9,-1.5,-3,-2
CC(=O)N1CCN(c2ccc(NC(=O)c3ccc([N+](=O)[O-])o3)cc2Cl)CC1,·,-14,-8,4,0,·,-2,-0.8,-8,-4
COC(=O)C1CCN(C(=O)NC2CC(=O)N(c3ccc4c(c3)OCCO4)C2)CC1 (configuration not stated),0,-6,5,2,4,0,-4,0.2,0,-1
CCC(C)c1ccccc1NC(=O)C1CCCO1 (configuration not stated),-20,-4,0,1,-1,20,0,0.7,1,-5
O=C(/C=C/c1ccc([N+](=O)[O-])cc1)Nc1cccc(S(=O)(=O)NC2=NCCCCC2)c1,45,8,16,3,-2,-45,2,0.5,-14,-4
CCN1CCN(c2ccc(S(=O)(=O)N3CCCCC3)cc2NC(=O)/C=C/c2ccc([N+](=O)[O-])cc2)CC1,-20,9,19,0,-3,20,3,2.0,-4,-2
CCN(CC)S(=O)(=O)c1ccc(C(=O)NCCc2cc3c(OC)ccc(OC)c3[nH]c2=O)cc1,89*,2,13,-1,-3,-89,3,-0.2,6,2

# Among those listed so far, these have four or more nitrogen atoms.
SMILES,SR-BI HDL uptake,PvdQ inh,Arr AP2 block,DAGLB inhibitor,RTF Ca sens inh,SR-BI uptake up,NSD2 inh,LANA DNA inh,PKA-R2B activ,Keap1-Nrf2 PPI
Nn1c(SCC(=O)Nc2ccc3c(c2)OCO3)nnc1-c1cccc(Cl)c1,5,-12,5,3,-2,-5,-1,0.7,-8,-8
CC(=O)N1CCN(c2ccc(NC(=O)c3ccc([N+](=O)[O-])o3)cc2Cl)CC1,·,-14,-8,4,0,·,-2,-0.8,-8,-4
O=C(/C=C/c1ccc([N+](=O)[O-])cc1)Nc1cccc(S(=O)(=O)NC2=NCCCCC2)c1,45,8,16,3,-2,-45,2,0.5,-14,-4
CCN1CCN(c2ccc(S(=O)(=O)N3CCCCC3)cc2NC(=O)/C=C/c2ccc([N+](=O)[O-])cc2)CC1,-20,9,19,0,-3,20,3,2.0,-4,-2

# Another view of 2 compounds above.
# Values run as follows: SR-BI HDL uptake | PvdQ inh | Arr AP2 block | DAGLB inhibitor | RTF Ca sens inh | SR-BI uptake up | NSD2 inh | LANA DNA inh | PKA-R2B activ | Keap1-Nrf2 PPI
C=CCOc1ccccc1C1NC(=O)NC(C)=C1C(=O)NCc1ccccc1 (configuration not stated)
 : -18 | 11 | 12 | 0 | -4 | 18 | 1 | 1.7 | -5 | -2
N#Cc1cccc(C#N)c1Oc1ccc(N)cc1
 : -7 | 11 | 10 | 0 | -6 | 7 | -4 | -1.8 | 0 | -3

# Continuation:
SMILES,SR-BI HDL uptake,PvdQ inh,Arr AP2 block,DAGLB inhibitor,RTF Ca sens inh,SR-BI uptake up,NSD2 inh,LANA DNA inh,PKA-R2B activ,Keap1-Nrf2 PPI
CCOC(=O)C1=C(C)NC(=S)NC1c1ccco1 (configuration not stated),19,-18,-17,-3,-3,-19,3,0.8,-7,-6
COc1ccc(OC)c(S(=O)(=O)N2CCCC(C(=O)NCCN3CCOCC3)C2)c1 (configuration not stated),·,-6,-8,0,-8,·,-3,-0.9,0,3
O=C(NNC(=O)c1ccccc1C(F)(F)F)c1csc(N2CCOCC2)n1,8,-9,31,1,-7,-8,0,-1.7,-2,-1
COC(=O)c1sc(OC)cc1OCc1ccc(C)cc1,-12,-10,-1,-2,5,12,-7,-1.3,-4,-2

# Profiles, quoted from the list:
# COc1ccc(OC)c(S(=O)(=O)N2CCCC(C(=O)NCCN3CCOCC3)C2)c1 (configuration not stated) is listed as SR-BI HDL uptake: ·; PvdQ inh: -6; Arr AP2 block: -8; DAGLB inhibitor: 0; RTF Ca sens inh: -8; SR-BI uptake up: ·; NSD2 inh: -3; LANA DNA inh: -0.9; PKA-R2B activ: 0; Keap1-Nrf2 PPI: 3
# COC(=O)c1sc(OC)cc1OCc1ccc(C)cc1 is listed as SR-BI HDL uptake: -12; PvdQ inh: -10; Arr AP2 block: -1; DAGLB inhibitor: -2; RTF Ca sens inh: 5; SR-BI uptake up: 12; NSD2 inh: -7; LANA DNA inh: -1.3; PKA-R2B activ: -4; Keap1-Nrf2 PPI: -2

# Hits appear at their usual frequency. About 2.1% of those tested had a hit in this group.
